Screening data: PubChem, Sanford-Burnham Center for Chemical Genomics
APJ ag: activates the human apelin receptor APJ; 0.11% of 330,000 active; activation, % at 20 µM; CHO-K1 APJ PathHunter beta-arrestin, luminescence; 0% DMSO wells, 100% apelin;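 active = activation more than six SD over the plate average, tested at 20 µM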;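 note: 0% = DMSO alone and 100% = apelin-13 at 10 nM; some results filed as inactive read as strong as hits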
Target sequence (P35414 whole entry, looked up): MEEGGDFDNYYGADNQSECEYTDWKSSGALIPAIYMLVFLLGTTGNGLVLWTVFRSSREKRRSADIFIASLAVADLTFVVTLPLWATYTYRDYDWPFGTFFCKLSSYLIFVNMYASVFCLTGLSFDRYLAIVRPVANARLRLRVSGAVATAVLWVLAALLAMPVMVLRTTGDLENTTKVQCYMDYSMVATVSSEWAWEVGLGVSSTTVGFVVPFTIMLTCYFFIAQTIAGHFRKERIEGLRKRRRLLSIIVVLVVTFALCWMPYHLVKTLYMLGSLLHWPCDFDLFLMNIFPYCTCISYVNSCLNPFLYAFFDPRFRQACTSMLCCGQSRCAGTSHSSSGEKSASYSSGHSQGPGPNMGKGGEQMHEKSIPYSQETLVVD
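Assay system: engineered CHO-K1 APJ arrestin reporter cells; Amount: 1000 CHO-K1 reporter cells seeded per well; Dosing: one dose, 20 µM compound, 1% DMSO; Times: compound stimulation 90 min at 25 °C, detection 60 min; Measured by: luminescent beta-gal fragment complementation, chemiluminescent substrate; Read-out: APJ–arrestin association signal; Controls: DMSO vs Apelin-13 10 nM.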
tim10-1 inh: growth inhibitors of tim10-1 mutant yeast | S. cerevisiae tim10-1 ts strain growth, BacTiter-Glo, 24 h | inhibition, % at 20 µM | 2.2% of 330,000 active | AID 463190;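 active = inhibition of at least 40%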;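 note: mutant grown at 25 °C; 0% = DMSO wells with yeast and 100% = wells holding no yeast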
tim23-1 inh: growth inhibitors of tim23-1 mutant yeast; 1.3% of 330,000 active; S. cerevisiae tim23-1 growth, BacTiter-Glo luminescence, 24 h; inhibition, % at 20 µM;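 active = growth inhibition of the mutant yeast at or above 50%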;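 note: temperature-sensitive mutant grown at 25 °C; plate controls were DMSO-treated mutant yeast for no effect and medium wells lacking yeast for full effect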
UPR CHOP act: apoptotic UPR (CHOP) activation; CHO-CHOP luciferase reporter, luminescence; percent of tunicamycin response over DMSO baseline; activation, % at 10 µM; 0.34% of 330,000 active;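 active = at 10 µM dose, activation of 40% or more, normalized to positive control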;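 note: 100% = tunicamycin at 10 µg/mL and 0% = DMSO alone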
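System: CHO-CHOP luciferase reporter cell line | Buffer or medium: F12 medium containing 10% fetal bovine serum | Doses: One dose, 10 µM in 0.5% DMSO | Times: 6 h compound exposure at 37 °C after overnight seeding | Signal: Luciferase luminescence | Read-out: % activation vs tunicamycin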
UPR XBP1 act: activators of adaptive arm of unfolded protein response (XBP1) | CHO-XBP1 luciferase reporter, IRE1-XBP1 UPR activation, luminescence; percent of tunicamycin response, DMSO as zero | activation, % at 20 µM | 0.33% of 330,000 active;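 active = versus positive control, 20 µM dose yields 30% or more activation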;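 note: 100% = tunicamycin at 10 µg/mL and 0% = DMSO only wells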
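Material – CHO cell line with stable XBP1 luciferase reporter · Buffer or medium – F12 plus 10% FBS · Compound – single point, 20 µM final compound, 1% DMSO · Schedule – 16-18 h cell attachment at 37 °C, then 6 h compound exposure · Signal – Steady-Glo luminescence read · Benchmarks – high control tunicamycin 10 µg/mL final, low control DMSO vehicle only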
NR3A LBD binder: NR3A (human) ligand-binding domain modulation | NR3A LBD differential scanning fluorimetry, Tm shift; 0% = protein alone, 100% = glycine-bound protein | Tm shift relative to glycine control, % at 25 µM | 2.5% of 340,000 active | AID 1259313;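 active = melting temperature shift of at least 10% of the positive control shift, at one fixed dose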
NALP3 yeast inh: blocks the NALP3 inflammasome reconstituted in yeast | Yeast reconstituted NLRP3/ASC/caspase-1, beta-gal luminescence, 24 h | inhibition, % at 10 µM | 0.39% of 330,000 active | AID 2825;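 active = inhibition of 50% or more; inactive = inhibition below 50%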;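 note: plate controls were induced DMSO wells for no effect and uninduced yeast grown without galactose for full effect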
TIM10 inh: growth inhibitors of TIM10 yeast strain; S. cerevisiae TIM10 strain growth, BacTiter-Glo luminescence, 24 h; inhibition, % at 10 µM; 1.4% of 330,000 active;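 active = inhibition of 40% or more at the single tested concentration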;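 note: wild-type TIM10 isogenic control strain grown at permissive 25 °C; 0% = DMSO yeast wells and 100% = minimal medium wells without yeast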
Mdm2-MdmX inh: inhibitors of human Mdm2/MdmX interaction. SaOS-2 split-luciferase Mdm2/MdmX complementation, luminescence. inhibition, % at 8 µM. 3% of 330,000 active. AID 485346;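 active = inhibition of at least 50% at 8 µM in the primary screen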
An asterisk follows results filed as active; . = not tested or not shown.

SMILES	APJ ag	tim10-1 inh	tim23-1 inh	UPR CHOP act	UPR XBP1 act	NR3A LBD binder	NALP3 yeast inh	TIM10 inh	Mdm2-MdmX inh
Cc1cc(NC(=O)c2ccc(NC(=O)CC(C)C)cc2)no1	-1	-3	15	1.5	1	-2	7	6	15
CCOc1cc(/C=N/NC(=O)COc2ccccc2C)ccc1OC(=O)c1cccs1	-5	23	32	0.0	-1	5	-3	41*	-3
CCCCCCOC(=O)c1ccccc1NC(=O)/C=C/C(=O)O	1	24	5	2.2	1	-6	14	4	9
Cn1c(SCC(=O)Nc2ccc(Cl)cc2F)nnc1-c1ccco1	1	17	15	-0.4	1	2	22	-10	6
Cc1nc(N)c(Cc2ccccc2F)c(N)n1	-3	20	18	-1.7	-1	-1	-14	9	5
COc1cccc(C(=O)Nc2c3c(nn2-c2ccc(Cl)cc2)CS(=O)(=O)C3)c1OC	-3	19	22	0.0	1	-3	6	19	-10
O=C(c1cccc(C(F)(F)F)c1)C1CCCN(C(=O)CCc2cnccn2)C1 (stereo not given)	1	13	10	2.3	-2	2	12	10	15
COc1ccc(/C=C/C(=O)c2ccc3ccccc3c2O)cc1CN1CCOCC1	-3	18	11	8.8	6	-6	46	2	29
COc1cc(OC)c(C(=O)OCC(=O)Nc2c(C)n(C)n(-c3ccccc3)c2=O)cc1OC	3	6	0	1.7	2	0	-1	2	1
Cc1ccccc1NC(=S)NCC(c1cccnc1)N(C)C (stereo not given)	-4	7	3	0.9	-1	-1	-14	-7	30
Cc1nc(NCCc2ccc(S(N)(=O)=O)cc2)c2c3c(sc2n1)CCC3	-5	5	-6	0.4	-2	-1	-6	9	2
Cn1ccnc1C1CCCCN1C(=O)c1cc(COc2ccc(F)cc2Cl)on1 (stereo not given)	-2	34	23	2.7	-2	-1	2	21	11
CCc1ccccc1N(CC(=O)N/N=C/c1ccc(OC(=O)OC)c(OC)c1)S(C)(=O)=O	-1	12	7	2.7	2	1	7	12	4
O=C(Cc1ccccc1)c1c[nH]c(C(=O)O)c1	-3	20	11	-0.2	-1	2	13	4	-9
O=[N+]([O-])/C(=C\Nc1ccccc1)S(=O)(=O)c1ccccc1	-3	12	14	-3.3	-1	-1	6	8	-2
O=C(O)CCc1nn2c3ccccc3n(Cc3ccccc3F)c2nc1=O	0	-8	13	-0.6	-2	-1	15	0	22
COc1ccc(-c2noc(CSc3nc4ccccc4c(=O)n3-c3ccccc3)n2)cc1	-3	10	15	-1.1	0	0	-30	3	-10
Cc1ccc(C(CC(=O)c2ccco2)SCCO)cc1 (stereo not given)	-2	8	5	3.8	4	1	7	11	4
O=C1CCC(C(=O)NCc2ccc3c(c2)OCO3)N1 (stereo not given)	0	11	-8	-2.3	-4	1	-17	-10	12
CN(CC(=O)Nc1ccc(OC(F)(F)F)cc1)S(=O)(=O)c1cnc[nH]1	16	-6	11	-1.0	-1	-4	17	8	-16
CCOC(=O)Nc1ccc(Cc2ccncc2)cc1	0	-4	1	0.8	2	0	6	5	0
NC(=O)c1cnn(C2CCS(=O)(=O)C2)c1 (stereo not given)	0	4	12	-0.6	1	1	1	3	-1
COCCCN1C(=O)c2ccc(C(=O)OCC(=O)NCc3ccccc3OC)cc2C1=O	-2	11	7	1.4	14	0	4	3	18
CC1CN(CCCSc2ccc(Cl)cc2)CC(C)O1 (stereo not given)	-2	-46	-22	0.2	-1	-2	-1	-27	-4
CCOc1ccc(NC(=O)c2cc3c(C)nc4ccccc4c3o2)cc1	-2	32	27	-1.1	1	-1	8	2	45
Next part:
SMILES	APJ ag	tim10-1 inh	tim23-1 inh	UPR CHOP act	UPR XBP1 act	NR3A LBD binder	NALP3 yeast inh	TIM10 inh	Mdm2-MdmX inh
Cc1ccc(C(=O)OCC(=O)NNC(=O)COc2ccc(Cl)cc2)c(O)c1	5	-20	-7	1.3	-3	-2	9	0	21
COCc1cccc(C2=CC(=O)C[C@H](c3ccc(OC)cc3)C2)c1	-3	14	32	-1.1	2	0	8	20	-9
CC(=O)N(C)c1ccc(NC(=O)C(Sc2ccccc2)c2ccccc2)cc1 (stereo not given)	-3	32	24	0.6	-2	-1	0	7	8
COC(=O)/C=C1\SC(=NC(=O)c2cccc(Cl)c2)NC1=O	-3	-10	12	0.1	-3	9	-24	-13	-24
CCOC(=O)c1ccc(NC(=O)CC2SCCNC2=O)cc1 (stereo not given)	-2	11	4	13	4	-1	5	0	-18
CC12CCC(=O)N1C(C(=O)NNC(=O)c1ccc(Cl)cc1)CS2 (stereo not given)	-1	15	7	1.9	2	0	9	2	-44
O=C(NC1CCS(=O)(=O)C1)c1cccc(S(=O)(=O)N2CCOCC2)c1 (stereo not given)	2	6	7	-2.3	-3	-1	3	-7	-3
Cc1ccc(NC(=S)N(CCN(C)C)C(C)c2cccnc2)cc1 (stereo not given)	-2	13	3	-0.1	-2	-1	19	-8	1
CN(Cc1ccccc1)C(=O)COC(=O)Cn1cnc2ccccc21	0	8	-1	-1.4	-5	0	1	-18	23
Cc1nc(-c2ccccn2)nc(SCC(=O)c2ccc(F)cc2)c1Cl	-6	29	41	0.0	2	2	39	41*	20
CC[C@@](C)(NS(=O)(=O)OCC(Cl)(Cl)Cl)c1ccccc1	-2	24	39	-0.8	3	-2	17	18	25
O=C(Nc1ccc2c(c1)OCCO2)C1CCCC1	-5	6	12	-6.1	-8	2	26	4	55*
CCCCCCCCCC(=O)N[C@@H]1c2cc(OC)c(OC)cc2C[C@H]1O	.	19	37	0.3	1	1	.	0	11
COc1ccc(C2C(C(=O)N3CCOCC3)=C(C)NC3=C2C(=O)CC(C)(C)C3)c(OC)c1 (stereo not given)	-1	0	4	-0.3	-4	3	1	-2	13
Nc1ccc(-c2nc(-c3ccccc3)nc3ccccc23)cc1	-5	37	67*	2.1	0	7	14	56*	0
O=C(COC(=O)c1nn(-c2ccccc2)c(=O)c2ccccc12)NC1CCS(=O)(=O)C1 (stereo not given)	-1	25	9	-0.1	-3	-2	11	-6	18
CCCN(CCC)CCCNC(=O)c1cc2c(=O)n(C)c3ccccc3c2n1C	0	9	3	-1.2	2	0	12	5	44
CCOC(=O)N1CCC(N2CC34C=CC(O3)C(C(=O)Nc3ccc(OCC)cc3)C4C2=O)CC1 (stereo not given)	-2	-10	3	1.8	-2	2	-4	-2	-4
O=C(CNC(=O)c1ccc(Cl)cc1Cl)OCN1C(=O)c2ccccc2C1=O	-4	26	5	0.4	-2	-2	16	9	6
COC(=O)c1ccc2c(=O)n(CCCCCC(=O)NCCNC(C)=O)c(=O)[nH]c2c1	-1	8	-3	0.4	-1	0	-1	6	-1
O=C(CCN1CCN(CCO)CC1)Nc1ccc(Br)cc1	-3	-7	3	-0.7	-2	6	3	7	7
CN1CCN(CCCNC(=O)c2ccc3c(c2)N(Cc2ccc(F)cc2)CCS3)CC1	-2	-9	-17	2.9	-5	0	6	6	29
Cc1cc(C(=O)c2cnc(/N=C/N(C)C)s2)cc(C)c1O	6	2	3	2.8	2	-2	1	-1	20
COc1nc(SCC(=O)Nc2ccccc2Cl)nc(N(C)C)n1	-2	-1	4	-1.8	-2	-9	31	-11	14
COc1ccc(C(=O)NN/C(C)=C/C(=O)c2ccccc2)cc1	-3	-9	-9	-0.7	-5	-3	33	-1	23

Brought forward from above: five compounds, followed by the next part.
SMILES	APJ ag	tim10-1 inh	tim23-1 inh	UPR CHOP act	UPR XBP1 act	NR3A LBD binder	NALP3 yeast inh	TIM10 inh	Mdm2-MdmX inh
O=C(CCN1CCN(CCO)CC1)Nc1ccc(Br)cc1	-3	-7	3	-0.7	-2	6	3	7	7
CN1CCN(CCCNC(=O)c2ccc3c(c2)N(Cc2ccc(F)cc2)CCS3)CC1	-2	-9	-17	2.9	-5	0	6	6	29
Cc1cc(C(=O)c2cnc(/N=C/N(C)C)s2)cc(C)c1O	6	2	3	2.8	2	-2	1	-1	20
COc1nc(SCC(=O)Nc2ccccc2Cl)nc(N(C)C)n1	-2	-1	4	-1.8	-2	-9	31	-11	14
COc1ccc(C(=O)NN/C(C)=C/C(=O)c2ccccc2)cc1	-3	-9	-9	-0.7	-5	-3	33	-1	23
COc1ccccc1N1CC(C(=O)OCC(=O)Nc2cc(C)on2)CC1=O (stereo not given)	-2	-4	10	0.5	-4	0	-12	-8	1
Cc1ccc(NC(=O)CN(C)C(=O)C2CC(=O)N(Cc3ccccc3)C2)cc1 (stereo not given)	0	-1	-5	-0.4	-3	3	4	5	2
Cc1ccc(S(=O)(=O)NC2CC(=O)N(c3ccc4c(c3)OCCO4)C2)cc1 (stereo not given)	-3	15	24	0.5	-1	0	21	2	4
CC(C)c1nnc(NC(=O)CSc2nnc(NC(=O)c3c(F)cccc3F)s2)s1	1	10	10	0.6	-3	-2	24	7	-17
CN(C(=O)CSc1nc2ccccc2c(=O)n1-c1ccccc1F)C1CCS(=O)(=O)C1 (stereo not given)	-4	-11	0	0.8	0	1	14	1	10
Cn1c(NNC(=O)C2CCCCC2)cc(=O)n(C)c1=O	3	7	16	-2.2	0	1	6	-2	5
Cn1c(N)c(C(=O)N/N=C/c2ccccc2)sc1=S	-3	10	12	-0.1	13	33*	28	21	27
CCC(C)(C)n1nnnc1C(c1ccc(C)cc1)N1CCCC1 (stereo not given)	-3	25	17	-2.0	-3	-2	-1	21	5
O=C(O)Cc1ccc2[nH]c3ccc(CC(=O)O)cc3c2c1	-2	8	17	-0.2	0	0	4	3	40
COc1ccccc1NS(=O)(=O)c1ccc(C)c(C(=O)NCCCN2CCCC2=O)c1	-2	-3	-8	-0.6	-2	0	11	3	12
C=CCOCC(O)CS(=O)(=O)Cc1ccc(Cl)cc1 (stereo not given)	-5	-1	1	0.0	2	0	0	2	-8
Cn1nc(C(F)(F)F)c(C(=O)Nc2cccc(C(F)(F)F)c2)c1SCc1ccc(Cl)cc1	2	36	20	-0.5	-3	6	20	10	25
CCOC(=O)c1c(NC(=O)Cn2nc(C(=O)O)c3ccccc3c2=O)sc(CC)c1C	-2	-21	-13	-1.0	-1	2	15	-23	16
COc1ccc(N2CCN(C(=O)NC3CCCCC3)CC2)cc1	-5	26	12	-0.4	-2	0	18	-4	-2
CCOc1ccc(CC(C(=O)NN)C(=O)NN)cc1CN(C)C	-4	-13	-4	0.1	-1	-1	14	-10	8
O=C1CC(SC2=NCCS2)C(=O)N1c1cccc(Cl)c1Cl (stereo not given)	-2	3	6	1.1	7	0	7	2	0
O=C(O)CN(Cc1ccccc1)S(=O)(=O)c1ccc2c(c1)OCCO2	-4	-9	0	2.0	-3	-1	-15	5	6
Cn1[nH]c(=O)c(Cl)c(Cl)c1=O	-3	8	12	0.5	1	2	17	-1	-6
COc1cccc(NC(=O)CN(C)C(=O)CNC(=O)c2ccc3ccccc3c2)c1	-6	0	7	6.7	1	-1	7	2	8
